Screening data deposited in PubChem by Southern Research Specialized Biocontainment Screening Center.
tuberculosis growth = growth inhibition of non-replicating M. tuberculosis (AID 488890) | Mycobacterium tuberculosis non-replicating, growth inhibition; higher % means a stronger effect | one-dose inhibition, % at 25 µM; IC50 in µM for titrated hits | 320,000 compounds, 0.39% hits; in the data active = a potency from the dose series; inconclusive = inhibition mostly from about 82% at the one dose, without a potency; inactive = the rest, 99 in 100 with inhibition below about 76%;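 note: plate controls were DMSO cells for no effect and high antibiotic wells for full effect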
H1N1 NS1A inhibition = H1N1 influenza NS1A inhibitors, functional cell based assay (AID 504329) | NS1A functional cell-based assay, percent inhibition; higher % means a stronger effect | 340,000 compounds, 0.3% hits | inhibition, % at 12.5 µM; hits with a dose series show IC50 in µM; in the data active = a potency from the dose series; inconclusive = inhibition above about 27% without an active follow-up result; note: strong numbers were not always called active
H37Rv inhibition = M. tuberculosis growth inhibition, HTS (AID 449762). one-dose inhibition, % at 25 µM; IC50 in µM for titrated hits. M. tuberculosis H37Rv growth inhibition, 7H9 media; higher % means a stronger effect. 330,000 compounds, 0.59% hits; in the data active = a potency from the dose series; inconclusive = inhibition above about 70% without an active follow-up result;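 note: bacterial growth assessed after seven days of incubation; strong numbers were not always called active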
PhoP GFP inhibition = Inhibition of PhoP regulon, Salmonella typhi GFP reporter cells, confirmation, 4 h (AID 1850). Salmonella Typhi PhoP-promoter GFP reporter, fluorescence, 4 h; higher % means a stronger effect. inhibition, % at 50 µM; hits with a dose series show IC50 in µM. 310,000 compounds, 0.33% hits; in the data active = a potency from the dose series; inconclusive = inhibition mostly from about 25% at the one dose, without a potency; inactive = the rest, 99 in 100 with inhibition below about 19%;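 note: 0% = induced wells with vehicle and 100% = uninduced wells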
VEEV TC-83 Vero = inhibitors of VEEV TC-83 cytopathic effect, confirmation, Vero cells (AID 588727); Vero cells, VEEV TC-83 cytopathic effect inhibition; higher % means a stronger effect; inhibition, % at 20 µM, or IC50 in µM where a hit was titrated; 350,000 compounds, 0.13% hits; in the data active = a potency from the dose series; inconclusive = inhibition mostly from about 14% at the one dose, without a potency; inactive = the rest, 99 in 100 with inhibition below about 12%; note: strong numbers were not always called active
VEEV TC-83 Vero 10K pilot screen = second read-out of VEEV TC-83 Vero, no call of its own (marks repeat the call); inhibition, %; measured here: 10K pilot screen inhibition
An asterisk follows results filed as active; i = inactive; ? = inconclusive; nt = no result given.

SMILES | tuberculosis growth | H1N1 NS1A inhibition | H37Rv inhibition | PhoP GFP inhibition | VEEV TC-83 Vero | others
O=C(c1csc2c1CCCC2)N1CCN(c2ccc(F)cc2)CC1 | 55% | 10% | 8% | 3% | 0.4%
CCCSc1nnc(NC(=O)Nc2ccccc2OC)s1 | 17% | -6% | 18% | -38% | 1.4%
COc1cc2c(cc1OC)[C@@H]1Cc3cc4c(cc3[C@H](C2)N1C)OCO4 | -11% | 1% | 6% | 6% | 0.2%
COc1ccc(CC(=O)Oc2ccccc2C)cc1 | 68% | -5% | 11% | 0% | 0.0%
CC(C)(C)C(=O)NC(=C(Cl)Cl)P(=O)(O)O | -1% | 1% | -5% | 5% | 1.1%
Cc1ccc(-c2nnc(-c3ccc(NC(=O)c4ccco4)cc3)o2)cc1 | -12% | 10% | 10% | -1% | 0.1%
COc1cc(CN=Cc2c(O)n(Cc3ccccc3)c(=S)[nH]c2=O)cc(OC)c1 | -6% | -13% | 9% | 5% | 3.2%
CCOc1ccc(NC(=O)[C@H](C)NC(=O)C2CC(=O)N(c3ccc(OC)cc3)C2)cc1 (stereo not given in full) | 6% | 8% | 29% | -11% | 4.5%
Cn1c(CNC(=O)CCNC(=O)c2ccccc2)cc(=O)n(C)c1=O | -9% | 2% | -13% | 0% | 1.7%
Clc1ccc(-n2ncc3c(NCCN4CCOCC4)ncnc32)cc1 | 17% | -2% | 9% | -6% | 7.5%
Cc1ccc(SC(C)C(=O)N2CCN(c3ccccc3)CC2)cc1 (stereo not given) | 64% | 2% | 2% | -6% | 1.7%
CCC(C)OC(=O)C1=C(C)NC(=O)NC1c1ccc(F)cc1 (stereo not given) | -6% | -8% | -1% | -7% | 0.5%
Cc1ccc(NC(=O)CN(Cc2ccccc2)S(C)(=O)=O)cc1C | 2% | 2% | -13% | 2% | 0.5%
COC(=O)N1CC(=O)N(OC)C1c1ccc(Cl)cc1Cl (stereo not given) | -2% | 0% | -4% | 3% | 4.8%
CC(NC(=O)CN(C1CCCCC1)S(C)(=O)=O)c1ccccc1 (stereo not given) | -11% | 4% | -8% | -1% | 1.2%
Cn1nc(C(=O)OCC(=O)N(Cc2ccccc2)C(C)(C)C)c2ccccc2c1=O | nt | -3% | nt | nt | 1.0%
CC1=NN(C(=S)Nc2ccccc2)C(c2ccccc2)C1 (stereo not given) | 7% | -1% | 1% | -1% | i
CCOCCCNC(=S)NCCCNc1nc2c(C)cc(C)cc2cc1C#N | nt | -10% | nt | nt | 5.5%
CCCn1c2ccc(F)cc2c2nnc(NN)nc21 | 26% | 3% | 6% | -19% | 1.4%
O=S(=O)(NN1CCOCC1)c1cc(Cl)cc(Cl)c1O | 0% | -15% | 16% | -8% | 3.3%
Cc1oc(C)c(C(=O)Nc2ccc(CC(=O)O)cc2)c1C(=O)Nc1ccc(CC(=O)O)cc1 | -1% | -14% | 2% | 7% | 0.8%
N/C(=N\OC(=O)CCc1ccccc1)c1cccnc1 | 43% | -23% | 2% | -4% | 0.3%
Cc1ccc(C(=O)C(OC(=O)COc2ccccc2C)c2ccccc2)cc1 (stereo not given) | 55% | -7% | -22% | 14% | 1.9%
COc1ccc(C2CC(c3cccs3)=NN2C(=O)CSc2nncs2)cc1OC (stereo not given) | 7% | 10% | 4% | -4% | 2.3%
Cc1ccc2cc(CCNC(=O)C(=O)c3c(C)[nH]c4ccccc34)c(=O)[nH]c2c1 | 43% | -10% | 6% | -12% | 6.8%
O=c1ccc(S(=O)(=O)N2CCCC2)cn1Cc1ccc(F)cc1 | -6% | -1% | 5% | nt | 1.2%
O=C(Oc1ccc(-c2nnco2)cc1)c1ccc(Br)o1 | 41% | 1% | 5% | -2% | 1.1%
CC(C)OC(=O)NC(Nc1ccccc1C(=O)O)(C(F)(F)F)C(F)(F)F | 4% | -12% | 14% | -4% | i
COc1cccc(C2CCCN2Cc2nc(-c3cnccn3)no2)c1 (stereo not given) | 1% | -1% | -1% | 3% | 3.1%
O=C(c1cccc(Br)c1)N1CCN(c2cnn(-c3ccccc3)c(=O)c2Cl)CC1 | 19% | -6% | 11% | -7% | 6.9%

Entries from the list above containing fluorine (5):
SMILES | tuberculosis growth | H1N1 NS1A inhibition | H37Rv inhibition | PhoP GFP inhibition | VEEV TC-83 Vero | others
O=C(c1csc2c1CCCC2)N1CCN(c2ccc(F)cc2)CC1 | 55% | 10% | 8% | 3% | 0.4%
CCC(C)OC(=O)C1=C(C)NC(=O)NC1c1ccc(F)cc1 (stereo not given) | -6% | -8% | -1% | -7% | 0.5%
CCCn1c2ccc(F)cc2c2nnc(NN)nc21 | 26% | 3% | 6% | -19% | 1.4%
O=c1ccc(S(=O)(=O)N2CCCC2)cn1Cc1ccc(F)cc1 | -6% | -1% | 5% | nt | 1.2%
CC(C)OC(=O)NC(Nc1ccccc1C(=O)O)(C(F)(F)F)C(F)(F)F | 4% | -12% | 14% | -4% | i

Compounds listed so far that contain a COOH group, in the order listed:
SMILES | tuberculosis growth | H1N1 NS1A inhibition | H37Rv inhibition | PhoP GFP inhibition | VEEV TC-83 Vero | others
Cc1oc(C)c(C(=O)Nc2ccc(CC(=O)O)cc2)c1C(=O)Nc1ccc(CC(=O)O)cc1 | -1% | -14% | 2% | 7% | 0.8%
CC(C)OC(=O)NC(Nc1ccccc1C(=O)O)(C(F)(F)F)C(F)(F)F | 4% | -12% | 14% | -4% | i

The listing continues.
SMILES | tuberculosis growth | H1N1 NS1A inhibition | H37Rv inhibition | PhoP GFP inhibition | VEEV TC-83 Vero | others
COc1ccc(C2/C(=C(/O)c3ccccc3)C(=O)C(=O)N2CCN2CCOCC2)c(OC)c1 (stereo not given) | -10% | -1% | 2% | 5% | 0.0% | VEEV TC-83 Vero 10K pilot screen=1.3
Cc1ccc(SCCC(=O)NC(C(C)C)C(C)C)cc1 | 1% | -5% | -11% | -3% | i
COc1cc(Cl)c(C)cc1NC(=O)CSc1nc2ccccc2o1 | -7% | 4% | -3% | -13% | 4.6% | VEEV TC-83 Vero 10K pilot screen=4.7
COC(c1ccccc1)c1nnc(CCC(=O)N(C)CCOc2ccccc2)o1 (stereo not given) | -7% | -1% | -1% | 9% | 1.0%
O=C(NCC(=O)N1CCCCC1)c1ccc(Cl)cc1Cl | -26% | 16% | -2% | 2% | i
COc1ccc(Nc2nc(-c3cc4cccc(OC)c4oc3=O)cs2)cc1 | -14% | -4% | ? | -3% | 0.6%
Cc1c(NC(=O)c2cnn3c2NC(c2ccc(Br)cc2)CC3C(F)(F)F)c(=O)n(-c2ccccc2)n1C (stereo not given) | 26% | 7% | 10% | -8% | i
C=CCC(C#Cc1ccccc1)N(C)C (stereo not given) | -6% | -22% | 0% | -5% | i
O=[N+]([O-])c1ccc(Nc2ccc(N3CCOCC3)cc2)c([N+](=O)[O-])c1 | 12% | 72µM* | 0% | -5% | i
CC[C@]12c3[nH]c4ccc(OC)cc4c3CCN1C(=O)C(CC(=O)NCc1ccc(OC)c(OC)c1)C[C@@H]2C(=O)N1CCN(C(=O)C2CC2)CC1 (stereo not given in full) | nt | 2% | nt | nt | 0.8%
CC1(C)CC(=O)C(CC2CCCCC2=O)C(=O)C1 (stereo not given) | -15% | 10% | -3% | 8% | i
COc1ccc(NC(=O)Nc2ccc3c(c2)C(=O)N([C@H](C)CO)C[C@H](C)[C@@H](CN(C)S(C)(=O)=O)O3)cc1 | -11% | -14% | 6% | nt | 2.0%
Cc1cc(C(=O)N/N=C/c2ccc([N+](=O)[O-])s2)n[nH]1 | 3.3µM* | -16% | ? | 21% | i
Cc1cc(NS(=O)(=O)c2ccc(NC(=O)CSc3nc4sc(C)c(C)c4c(=O)[nH]3)cc2)no1 | -3% | 0% | -1% | -13% | 3.3%
COc1cc(-c2nc(CN3CCN(CC(C)C)C(=O)[C@@H]3C)c(C)o2)ccc1F | 2% | 9% | -1% | -5% | 4.2%
FC(F)(F)c1ccc2nnc(-c3c(Cl)cccc3Cl)n2c1 | 2% | -3% | -1% | -4% | 2.6%
O=C(Nc1ccccc1)O/N=C1\CCCCC1c1ccc([N+](=O)[O-])cc1[N+](=O)[O-] (stereo not given) | 40% | 0% | 9% | -10% | 7.2%
Cc1ccc(NC(=O)c2ccc([N+](=O)[O-])o2)cc1S(=O)(=O)N1CCOCC1 | i | nt | ? | -2% | i
CCOC(=O)N1CCN(C(=O)CN(C)S(=O)(=O)c2ccc3c(c2)c(=O)n(C)c(=O)n3C)CC1 | 0% | 1% | -5% | 2% | 0.8%
CCc1ccc2c(c1)/C(=C/C(=O)c1cccs1)C(=O)N2 | ? | 20% | 1.1µM* | 0% | i
O=C(N/N=C/c1cccnc1)C1CCCN(S(=O)(=O)c2ccccc2)C1 (stereo not given) | 3% | 2% | -1% | -11% | 2.3%
CCN(CC)CCCN1C=C2C(=O)C(C)(OC(=O)C3CCCC3)C(=O)C=C2C=C1c1ccsc1 (stereo not given) | 1% | 4% | 5% | 7% | 0.3%
CC(C)Cc1nnc(NC(=O)CCC(=O)N2CC(C)CC(C)C2)s1 (stereo not given) | 1% | 0% | 0% | 10% | 1.1%
COc1ccc(NC(=O)CN(c2ccc(OC)cc2)S(=O)(=O)c2c(C)nn(C)c2C)cc1 | 2% | -4% | 1% | -9% | 2.3%
O=C(NC1CCN(C(=O)NCc2ccccc2)CC1)c1ccccc1 | -15% | -7% | -14% | 7% | 1.5%
CCN(CC)S(=O)(=O)c1ccc(C)c(NC(=O)CNCc2ccccc2OC)c1 | 15% | -10% | 6% | -14% | 1.4%
S=C(NCC1CCCO1)Nc1cc(Cl)c(Cl)cc1Cl (stereo not given) | ? | -6% | 1% | 13% | 5.7%
CCCNC(=O)c1onc(CSc2ccc(F)cc2)c1C(=O)NCCOC | -5% | -2% | 4% | -2% | 7.8%
CCCCN1C(=O)NC(=O)/C(=C/c2cnc(SC)nc2)C1=O | -3% | 4% | 8% | -4% | 1.5%
c1cncc(-c2nnc3n2N=C(c2cccs2)CS3)c1 | 18% | 4% | 0% | -7% | 5.1%
CCn1cc(CNC(=O)/C=C/c2ccc([N+](=O)[O-])cc2)c(C)n1 | 12% | 5% | 3% | 1% | 0.8%
COc1cc(C)c(-c2nc(CN3C[C@@H]4C[C@@H](C3)c3cccc(=O)n3C4)c(C)o2)cc1C | 8% | -2% | -1% | 3% | 8.2%
NC(=O)c1ccc(NC(=S)NCc2ccco2)cc1 | 19% | 15% | 0% | -4% | 1.4%
Cc1cc(OCC(=O)N2CCN(CC(=O)N3CCOCC3)CC2)c(C(C)C)cc1Cl | -6% | -1% | -3% | nt | 7.7%
COc1ccc(/C=C/C(=O)c2ccccc2)cc1COc1ccc(F)cc1 | 38% | -2% | -6% | 2% | i
NC(=O)CSc1nc2ccccc2n1-c1ccccc1 | 1% | -9% | 0% | -14% | i
Clc1ccc(C(c2ccccc2Cl)C(Cl)Cl)cc1 (stereo not given) | 3% | 6% | 26% | 5% | 4.5%
COc1ccccc1CNC(=S)NCCc1ccccc1 | 45% | 8% | 6% | -6% | i
O=C(Cn1cnc2ccccc2c1=O)Nc1ccc(S(=O)(=O)N2CCOCC2)cc1 | -4% | 1% | 9% | -4% | 0.1%
COc1ccc(S(=O)(=O)/C(C#N)=C/Nc2cccc(F)c2)cc1 | -8% | -4% | 4% | -2% | 0.8%
CCOc1ccc(S(=O)(=O)NN2Cc3ccccc3C2=N)cc1 | 3% | 0% | -3% | 3% | 3.0%
CNC1(c2ccccc2Cl)CCCCC1=O (stereo not given) | nt | -12% | nt | nt | 0.6%
COc1ccc(OC(C)C(=O)NCc2cccnc2)cc1 (stereo not given) | 0% | 4% | 2% | -7% | i
COc1ccc(NC(=O)COc2ccccc2)c(OC)c1 | 49% | -2% | 18% | 3% | 2.0%
O=C(COC(=O)CC1CC2CCC1C2)Nc1cc([N+](=O)[O-])ccc1F (stereo not given) | 72% | -3% | 9% | 2% | 0.2%
Cc1ccc(C(=O)N2CCN(c3ccc(NC(=O)c4ccc(Br)o4)cc3)CC2)cc1 | 59% | 25% | ? | 10% | 0.7% | VEEV TC-83 Vero 10K pilot screen=5.3
O=c1c2cnn(-c3ccccc3)c2nnn1Cc1ccccn1 | -3% | 24% | -5% | 1% | 0.6%
O=C(COC(=O)CNC(=O)C12CC3CC(CC(C3)C1)C2)Nc1ccccc1 | -4% | 3% | 11% | 1% | 0.6%
CC(=O)N1CC=CC1(CC(C)C)C(=O)NCCN1CCOCC1 (stereo not given) | -24% | 1% | -7% | 4% | 0.5% | VEEV TC-83 Vero 10K pilot screen=2.0
